b-catenin transl: alters nuclear translocation of beta-catenin in HeLa cells; immunofluorescence imaging; nuclear translocation activity, % at 5 µM; hit rate 0.3% among 190,000; AID 1665;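 active = nuclear translocation activity above 50% at 5 µM, with a well cell count of 50 or more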;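 also: per-cell ratio of nuclear to cytoplasmic median beta-catenin stain intensity; plate controls were DMSO negative control for no effect and GSK-3 inhibitor IX positive control for full effect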
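Test system: human HeLa cells, endogenous beta-catenin. Times: 24 h compound exposure, 37°C. Measured by: beta-catenin immunofluorescence imaging with DAPI.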
Yfh1-depleted yeast: mitochondrial function rescue without frataxin homolog – Friedreich's ataxia, plus single-dose screen, dose response (AID 1465). one-dose fold induction at 50 µM; EC50 in µM for titrated hits. S. cerevisiae Yfh1-off respiration, WST-1 reduction, 72 h; higher fold induction means a stronger effect. hit rate 0.074% among 220,000;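 active = fold induction of absorbance versus untreated yeast above a set limit, then at least 30% activation at any dose in follow-up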;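 also: activators that raise dye reduction in frataxin-depleted yeast; strong numbers were not always called active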
Insulin prom up: MIN6 insulin promoter up-regulation. z-score at 5 µM. MIN6 insulin promoter-GFP reporter, high-content imaging; active compounds read high. hit rate 0.3% among 190,000;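 active = z-score above 3 at 5 µM with at least 500 cells counted in the well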
human PMI inhibition: inhibitors of human PMI, primary screen, biochemical, fluorescence intensity, coupled assay (AID 1209); purified PMI enzyme, coupled fluorescence intensity; higher % means a stronger effect; one-dose inhibition, % at 20 µM; IC50 in µM for titrated hits; hit rate 0.42% among 190,000;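 also: plate controls were DMSO vehicle for no effect and wells lacking substrate for full effect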
WT yeast gro inh: growth inhibition of WT yeast, mitochondrial fusion screen; mitochondrial fusion phenotypic screen, WT strain; inhibition, % at 10 µM; hit rate 2.1% among 190,000; in the data active = inhibition above about 58%; tested in S. cerevisiae
MT stabilizer: stabilizes microtubules in HeLa cells. HeLa tubulin immunostaining HCS, 24 h; share of cells brighter than vehicle mean+2SD. % tubulin-high responders, % at 10 µM. hit rate 0.83% among 200,000. AID 2205;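 active = plate Z-score above 3 for both tubulin-high and condensed-nucleus cell shares, with cell loss under 80%, at 10 µM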;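 also: anti alpha tubulin signal scored within the nucleus-defined area of each cell; some results filed as inactive read as strong as hits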
Dynein transport: blocks dynein driven cargo transport along microtubules; 3617.4 mouse cells, GR-EGFP nuclear translocation imaging; test concentration mostly 20 µM; stimulated with dexamethasone, 1 µM; active compounds read low; z-score, hits read low; hit rate 0.47% among 220,000;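 active = plate z-score of nuclear minus cytoplasmic receptor signal below a set negative limit, without overly bright fluorescence or cell loss, cut at about -3.5 in these data, passing the limit was not always enough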;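 also: z-score of nuclear minus cytoplasmic ring GR-EGFP intensity difference per well; some compounds called inactive have numbers as strong as hits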
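Buffer or medium: tetracycline-free induction medium containing charcoal-stripped FBS / Reagent: dexamethasone agonist, 1.0 µM final, for 30 min / Technique: automated 10x imaging of fixed Hoechst-stained cells / Times: induction 48 h, compound 1 h, agonist 30 min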
Autophagy HCS: modulators of autophagy; AID 463193; hit rate 0.98% among 190,000; calls only at 10 µM (by protocol); MEF GFP-LC3 puncta imaging; test concentration mostly 10 µM;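 active = percentage of spot-positive cells more than 3 SD above its plate mean, without a fluorescence outlier flag or 80% toxicity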;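 also: spot-positive cell cutoff set from DMSO-treated cells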
human PMI inhibitors: human PMI inhibitors, high substrate, primary screen, biochemical, fluorescence intensity, high mannose 6-phosphate (AID 1220); recombinant PMI enzyme, coupled fluorescence intensity; higher % means a stronger effect; hit rate 0.66% among 190,000; inhibition, % at 20 µM, or IC50 in µM where a hit was titrated
WT yeast gro inh mutant strain: second read-out of WT yeast gro inh, no call of its own (marks repeat the call); inhibition, %; mitochondrial fusion phenotypic screen, mutant strain inhibition
Dynein transport cytoplasmic EGFP: also measured in Dynein transport; calls as there; z-score; measured here: cytoplasmic GR-EGFP intensity; active compounds read high
Dynein transport nuclear GR-EGFP: also measured in Dynein transport; calls as there; z-score; measured here: nuclear GR-EGFP intensity;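 lower value marks the stronger effect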
Dynein transport cell count: also measured in Dynein transport; calls as there; z-score; measured here: cell count per field
Insulin prom up cell count: second read-out of Insulin prom up, no call of its own (marks repeat the call); cell count; measured here: cytotoxicity, nuclei count;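 total cells summed across four imaged fields per well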
b-catenin transl cell count 5 µM: also measured in b-catenin transl; calls as there; cell count; measured here: cell count, cytotoxicity flag
MT stabilizer Hoechst-high %: second read-out of MT stabilizer, no call of its own (marks repeat the call); % Hoechst-high responders; measured here: nuclear condensation Hoechst responders;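 share of cells brighter than vehicle mean plus two SD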
MT stabilizer cytotoxicity %: second read-out of MT stabilizer, no call of its own (marks repeat the call); toxicity, %; measured here: cytotoxicity by cell density;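 0% = mean cell density of plate MIN control wells and 100% = no cells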
Autophagy HCS cell loss 18 h: further read-out of Autophagy HCS, marked with its call; toxicity, %; measured here: cell loss, nuclei count;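 cell loss after 18 h compound exposure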
Numbers without * were called inactive; i = inactive; x = no result given. Rule as the data show it, unless noted: active = inhibition above about 50%; inactive = the rest.

SMILES | b-catenin transl | b-catenin transl cell count 5 µM | Yfh1-depleted yeast | Insulin prom up | Insulin prom up cell count | human PMI inhibition | WT yeast gro inh | WT yeast gro inh mutant strain | MT stabilizer | MT stabilizer Hoechst-high % | MT stabilizer cytotoxicity % | Dynein transport | Dynein transport cytoplasmic EGFP | Dynein transport nuclear GR-EGFP | Dynein transport cell count | Autophagy HCS | Autophagy HCS cell loss 18 h | human PMI inhibitors
Cc1nc(N)nc(N)c1/C=C/C(C)(C)c1ccc(Cl)cc1 | -5.4 | 589 | i | -2.1 | 886 | -6% | 69* | 39* | 6.4 | 1.4 | 9.3 | 1.5 | 0.32 | 1.4 | -1.4 | i | 17 | 0%
Cc1ccc2cc(CN(CCCO)S(=O)(=O)c3cccc4nsnc34)c(=O)[nH]c2c1 | x | x | i | 0.68 | 729 | 3% | 12 | 12 | 0.8 | 1.2 | 12 | 0.24 | 0.048 | 0.37 | -0.041 | i | 5 | 2%
Cc1cccc(-n2ccnc2SCC(=O)Nc2cc(C)on2)c1 | -0.7 | 989 | i | 1.6 | 1439 | 8% | -4 | -24 | 3.3 | 1.4 | 2.1 | -0.28 | -0.23 | -0.8 | 1.8 | i | -3 | 9%
CCN1CCN(C(=O)CCN2C(=O)COc3ccc(C)cc32)CC1 | -1.6 | 1318 | i | -0.72 | 1569 | 4% | 3 | 7 | 2.8 | 2.0 | 8.7 | -0.78 | 2 | -0.21 | 1 | i | 14 | -3%
Cc1cc(SCC(=O)N(C)C2CCS(=O)(=O)C2)nc2c(C)cccc12 (stereo unspecified) | -3.0 | 1144 | i | -0.28 | 1317 | -6% | 4 | 7 | 1.4 | 1.2 | 7.0 | 2.5 | 0.068 | 1.9 | -2.2 | i | 3 | -6%
Cc1c(NC(=O)CN2C(=O)NC(C)(c3ccccc3)C2=O)c(=O)n(-c2ccccc2)n1C (stereo unspecified) | 1.4 | 1053 | i | -0.2 | 1459 | 2% | 1 | 19 | 4.6 | 1.8 | 3.8 | 0.56 | -0.28 | 0.4 | 0.026 | i | 29 | -6%
CC(=O)NC(Cc1ccccc1F)C(=O)NC1CCN(C(=O)c2cnccn2)CC1 (stereo unspecified) | -2.3 | 1158 | i | x | x | 3% | 3 | 10 | 4.9 | 2.1 | 6.5 | 2.9 | -0.22 | 1.4 | -1.7 | i | -4 | 7%
COc1ccc(NS(=O)(=O)c2cc(NC(=O)c3ccc(C)o3)ccc2N2CCCCC2)cc1 | -1.1 | 1137 | i | -2.6 | 1012 | 16% | 5 | 4 | 2.3 | 1.4 | 5.4 | -0.2 | -0.23 | 0.19 | -0.33 | i | -4 | 13%
COC(=O)c1ccc(CSc2cc(C)c3cc(C)cc(C)c3n2)o1 | -0.8 | 1029 | i | 2.2 | 884 | -4% | 28 | 16 | 8.7 | 1.3 | 12 | -0.86 | -0.35 | -0.46 | 0.52 | i | 5 | -4%
CC(C)CCN1C(=O)c2ccc(C(=O)Nc3c[nH]c(=O)[nH]c3=O)cc2C1=O | -0.7 | 1084 | i | 0.21 | 1200 | -14% | 0 | 6 | 1.9 | 1.9 | 8.6 | -0.14 | -0.31 | -0.23 | 0.63 | i | 5 | 12%
CCCc1nc2c(sc3nc4c(cc32)COC(C)(C)C4)c(=O)o1 | 0.4 | 1599 | i | 0.15 | 1500 | -58% | 6 | 13 | 5.2 | 2.5 | 5.6 | -0.32 | -0.27 | 0.41 | 0.3 | i | 5 | -66%
Cc1cc(C)c2c(=O)[nH]c(SCC(=O)N3CCCCC3)nc2n1 | -6.4 | 1053 | i | -0.57 | 1336 | 3% | 2 | 2 | 2.5 | 1.7 | 0.4 | 2.1 | -0.19 | 1.3 | 0.36 | i | -12 | 9%
COc1cccc(NC(=O)CNC(=O)c2ccc(F)cc2)c1 | -0.3 | 1173 | i | -0.89 | 1343 | 1% | 8 | -5 | 3.8 | 2.2 | 1.4 | 0.39 | -0.19 | 0.54 | -0.46 | i | 0 | 1%
CN(Cc1ccc(-n2cccn2)cc1)Cc1nc(-c2cnccn2)no1 | 2.1 | 961 | i | 0.92 | 1383 | 4% | 14 | 8 | 3.6 | 1.5 | 0.4 | -0.19 | -0.33 | 0.16 | 0.42 | i | 17 | -9%
N#CC1=C(N)NC(=S)C(C(N)=O)C1c1ccc(Cl)cc1Cl (stereo unspecified) | -0.8 | 959 | i | -0.16 | 1745 | 14% | 6 | 14 | 2.7 | 2.8 | 12 | -0.039 | -0.28 | 0.66 | -0.29 | i | -5 | 18%

Three compounds picked at random from the list so far:
SMILES | b-catenin transl | b-catenin transl cell count 5 µM | Yfh1-depleted yeast | Insulin prom up | Insulin prom up cell count | human PMI inhibition | WT yeast gro inh | WT yeast gro inh mutant strain | MT stabilizer | MT stabilizer Hoechst-high % | MT stabilizer cytotoxicity % | Dynein transport | Dynein transport cytoplasmic EGFP | Dynein transport nuclear GR-EGFP | Dynein transport cell count | Autophagy HCS | Autophagy HCS cell loss 18 h | human PMI inhibitors
CC(C)CCN1C(=O)c2ccc(C(=O)Nc3c[nH]c(=O)[nH]c3=O)cc2C1=O | -0.7 | 1084 | i | 0.21 | 1200 | -14% | 0 | 6 | 1.9 | 1.9 | 8.6 | -0.14 | -0.31 | -0.23 | 0.63 | i | 5 | 12%
CN(Cc1ccc(-n2cccn2)cc1)Cc1nc(-c2cnccn2)no1 | 2.1 | 961 | i | 0.92 | 1383 | 4% | 14 | 8 | 3.6 | 1.5 | 0.4 | -0.19 | -0.33 | 0.16 | 0.42 | i | 17 | -9%
COC(=O)c1ccc(CSc2cc(C)c3cc(C)cc(C)c3n2)o1 | -0.8 | 1029 | i | 2.2 | 884 | -4% | 28 | 16 | 8.7 | 1.3 | 12 | -0.86 | -0.35 | -0.46 | 0.52 | i | 5 | -4%

(cont.)
SMILES | b-catenin transl | b-catenin transl cell count 5 µM | Yfh1-depleted yeast | Insulin prom up | Insulin prom up cell count | human PMI inhibition | WT yeast gro inh | WT yeast gro inh mutant strain | MT stabilizer | MT stabilizer Hoechst-high % | MT stabilizer cytotoxicity % | Dynein transport | Dynein transport cytoplasmic EGFP | Dynein transport nuclear GR-EGFP | Dynein transport cell count | Autophagy HCS | Autophagy HCS cell loss 18 h | human PMI inhibitors
Nc1ccccc1C(=O)N/N=C1/C2CN3CCN(C2)CC1(Cc1ccccc1)C3 | -0.2 | 1136 | i | 0.29 | 1273 | -4% | -1 | -5 | 2.8 | 2.3 | 1.7 | 1.5 | -0.11 | 0.64 | -0.92 | i | 3 | -8%
CC(=O)c1cnc(-c2ccccc2)s1 | -2.9 | 1068 | i | 0.5 | 1227 | -8% | 4 | -5 | 1.9 | 3.8 | 2.6 | 0.56 | -0.34 | 0.28 | -0.37 | i | 7 | 11%
CCn1c(SCC(=O)Nc2ccc(-c3nc4ccc(C)cc4s3)cc2)nnc1-c1ccccc1 | 0.7 | 596 | i | -0.39 | 1204 | -4% | -7 | -21 | 2.8 | 2.7 | 5.1 | 1.8 | 0.033 | 2.3 | -1.5 | i | 29 | -1%
Cc1occc1-c1nnc(SCC(=O)c2ccc(Cl)cc2)n1C | -8.2 | 1254 | i | 0.16 | 1271 | 8% | -5 | -3 | 1.3 | 1.1 | 4.4 | -0.6 | -0.18 | -0.29 | 0.64 | i | -4 | 3%
Cc1ccc(CN(Cc2cc3cc(C)ccc3[nH]c2=O)C(=O)N2CCOCC2)cc1 | -0.5 | 1151 | i | -0.28 | 1076 | 5% | 1 | -2 | 5.8 | 2.3 | 10 | 1.5 | -0.22 | 0.69 | -0.54 | i | 18 | 0%
CCNc1nc(Oc2ccc(=O)[nH]n2)nc(N2CCOCC2)n1 | x | x | i | x | x | 0% | 16 | 19 | 2.8 | 1.9 | 2.6 | -0.063 | -0.11 | 0.12 | 0.59 | i | 1 | -4%
O=C(CSc1nc(-c2ccc(F)cc2)cc(C(F)(F)F)n1)Nc1ccc2c(c1)OCO2 | 0.9 | 1073 | i | 0.21 | 1500 | 13% | -14 | 2 | 1.7 | 1.3 | 4.8 | 0.095 | -0.21 | 0.16 | 0.39 | i | -2 | 14%
O=C(CN1CCOc2ccccc21)NCc1ccc(Cl)cc1 | -3.4 | 573 | x | -0.03 | 1143 | -9% | 14 | 8 | 3.7 | 1.9 | 11 | 1 | -0.21 | 1.4 | -0.048 | i | -26 | 5%
Cc1cccc(OCC(=O)N2CCN(C(=O)c3cccs3)CC2)c1 | 7.3 | 645 | i | 0.09 | 1002 | 7% | -18 | -1 | 2.1 | 1.7 | 5.0 | -0.25 | -0.02 | -0.027 | 0.75 | i | -3 | 5%
O=C1CSC(=S)N1/N=C/c1cccnc1 | 0.9 | 1333 | i | 0.2 | 1050 | x | x | x | x | x | x | 0.43 | -0.19 | 0.72 | -0.98 | x | x | x
Cc1c(Cl)cccc1NC(=O)c1ncn[nH]1 | -0.5 | 1326 | i | 0.07 | 1054 | x | x | x | x | x | x | -0.28 | -0.26 | 0.27 | 0.16 | x | x | x
O=C(COC(=O)c1ccc(Cl)c(S(=O)(=O)N2CCCCC2)c1)NCc1ccco1 | -0.4 | 1069 | i | 0.54 | 1302 | -10% | 5 | 8 | 2.8 | 1.2 | 3.3 | 1.2 | -0.24 | 0.72 | -0.86 | i | -15 | 2%
CCC(c1nnnn1Cc1ccco1)N(Cc1cc2cc(C)cc(C)c2[nH]c1=O)CC1CCCO1 (stereo unspecified) | -2.0 | 1236 | i | -0.75 | 919 | 1% | -4 | -5 | 5.1 | 3.0 | 5.5 | -0.96 | 0.058 | -0.43 | 0.59 | i | 10 | -8%
Cc1ccccc1-n1c(SC(C)C(=O)N2CCN(C)CC2)nc2ccccc2c1=O (stereo unspecified) | -2.9 | 1402 | x | -1.3 | 1324 | -8% | 12 | 7 | 2.9 | 2.0 | 12 | -0.55 | -0.12 | 0.064 | 0.2 | i | 15 | -10%

Screens: PubChem, several laboratories
